Compound activity as filed in PubChem BioAssay.
FBW7 activator = FBW7 E3 ligase activators, primary screen, biochemical, AlphaScreen, human; F-box/WD repeat-containing protein 7 (Homo sapiens), Q969H0; AlphaScreen FBW7–phospho-cyclin E peptide binding, activator screen; normalized activity (activation), % at 26.1 µM; 0.13% of 650,000 active; in the data active = normalized activity above about 1.9%;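 note: purified mutant Fbw7 with reduced substrate affinity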
MITF inh = MITF inhibitors, primary screen, biochemical, AlphaScreen, human. inhibition, % at 2.6 µM. 0.91% of 650,000 active. Microphthalmia-associated transcription factor (Homo sapiens), O75030. AlphaScreen MITF homodimerization, bead proximity signal; in the data active = inhibition above about 50%;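 note: 0% = vehicle wells with protein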
Target sequence (O75030 whole entry, looked up): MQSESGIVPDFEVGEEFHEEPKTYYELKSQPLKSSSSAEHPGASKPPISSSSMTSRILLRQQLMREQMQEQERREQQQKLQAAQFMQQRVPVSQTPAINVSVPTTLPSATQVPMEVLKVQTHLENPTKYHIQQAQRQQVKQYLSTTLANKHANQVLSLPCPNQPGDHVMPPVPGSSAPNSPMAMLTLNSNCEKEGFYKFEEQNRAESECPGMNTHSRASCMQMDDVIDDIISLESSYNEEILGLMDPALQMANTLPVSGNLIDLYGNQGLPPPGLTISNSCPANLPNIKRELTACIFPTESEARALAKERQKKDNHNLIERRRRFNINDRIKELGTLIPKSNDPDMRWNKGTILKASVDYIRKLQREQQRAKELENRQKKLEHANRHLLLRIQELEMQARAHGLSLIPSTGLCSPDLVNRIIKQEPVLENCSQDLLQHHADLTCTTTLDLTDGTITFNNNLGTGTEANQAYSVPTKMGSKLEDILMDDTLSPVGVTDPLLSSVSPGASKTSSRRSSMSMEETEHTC
TEAD-YAP block = TEAD-YAP interaction inhibition, primary screen, TEAD-YAP interaction inhibitor project, luminescence, HEK-TIYL cells | AID 1259422, 2018 | inhibition, % at 9.12 µM | TEAD-Gal4/YAP UAS-luciferase luminescence | 1.4% of 640,000 active; in the data active = inhibition above about 32%;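 note: 0% = median of test compound wells and 100% = reference inhibitor wells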
GPR151 activ = activators of human GPR151, primary screen, cell-based, PathHunter beta-arrestin, luminescence; AID 1508602, 2020; G-protein coupled receptor 151 (Homo sapiens), Q8TDV0; PathHunter beta-arrestin GPR151 cells; 1% of 650,000 active; activation, % at 11.2 µM; in the data active = activation above about 4.9%;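 note: 0% = median of compound wells and 100% = cells with positive control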
Target sequence (Q8TDV0 whole entry, looked up): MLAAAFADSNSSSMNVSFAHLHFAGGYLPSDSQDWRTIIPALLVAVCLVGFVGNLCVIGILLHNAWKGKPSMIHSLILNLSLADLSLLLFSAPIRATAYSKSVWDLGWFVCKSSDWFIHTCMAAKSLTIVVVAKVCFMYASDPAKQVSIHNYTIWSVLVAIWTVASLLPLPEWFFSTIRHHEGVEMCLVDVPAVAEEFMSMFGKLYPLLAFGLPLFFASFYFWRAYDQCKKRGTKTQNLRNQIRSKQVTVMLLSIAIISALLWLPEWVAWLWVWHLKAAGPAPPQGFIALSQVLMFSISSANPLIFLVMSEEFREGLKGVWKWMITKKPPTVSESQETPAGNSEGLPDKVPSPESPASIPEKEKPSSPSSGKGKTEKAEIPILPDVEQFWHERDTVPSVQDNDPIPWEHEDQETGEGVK
An asterisk follows results filed as active. Not a hit list; about 3.4% have a hit in one of these screens.

SMILES | FBW7 activator | MITF inh | TEAD-YAP block | GPR151 activ
Cc1ccccc1-c1cn[nH]c1C1CCCN(C(=O)Cc2c(C)noc2C)C1 (centres undefined) | -0.1 | 1 | 1 | 0.0
COc1ccccc1N1CCN(c2ncnc3sc(C(=O)Nc4ccc(Br)cc4C)c(C)c23)CC1 | 0.2 | 4 | 6 | 0.8
O=C(c1cc(=O)c2ccccc2o1)N1CCC[C@@H]2CN(Cc3cccs3)CC[C@H]21 | 0.0 | 6 | -18 | 0.3
CC(=O)c1ccc(NC(=O)CN2CCc3ccccc32)cc1 | 0.0 | -3 | 1 | 1.0
CCC[C@@H]1NC(=O)[C@@H]2C[C@H](NC(=O)Oc3ccc(C)cc3)CN2C1=O | 0.0 | -12 | -28 | 0.5
CCCCCCNC(=O)c1ccc(NC(=O)c2cccc(C)c2)cc1 | 0.0 | -1 | 2 | -1.4
O=C(/C=C/c1ccco1)Nc1ccc(N2CCOCC2)c(Cl)c1 | 0.0 | 13 | -22 | 1.0
COc1ccccc1CNC(=O)CSc1nc2nc(C)cc(C)n2n1 | 0.0 | -6 | 6 | 2.0
CCn1nnnc1SCCSc1nnnn1CC | 0.1 | 1 | 5 | -0.5
CS(=O)(=O)N(CC(=O)Nc1ccc(F)cc1)c1ccccc1Br | 0.1 | -4 | -13 | 0.4
CNC(=O)[C@@H]1C[C@H](NCc2ccc(OCc3ccccc3)cc2)CN1C(C)C | 0.1 | -4 | -4 | 0.2
Cc1nn(Cc2ccccc2)c(C)c1NC(=O)Cn1nc([N+](=O)[O-])c(Cl)c1C | 0.1 | 6 | -1 | 0.7
CCc1nc2cc(Cl)c(Cl)cc2nc1CC | 0.1 | -2 | -6 | 1.2
CC1(c2ccccc2)CC(C)(C)N(C(=O)CSc2nc(CSc3ccc(Cl)cc3)cc(=O)[nH]2)c2ccccc21 (centres undefined) | 0.0 | -5 | -6 | 0.0
COc1ccccc1C1=N/C(=C\c2ccc3c(c2)OCO3)C(=O)O1 | 0.1 | -2 | 1 | 1.1
COc1ccccc1CCc1nnc(CCC(=O)N(C)C(C)C)o1 | 0.2 | 10 | 3 | 1.2
CC(C)C(c1nnnn1Cc1ccccc1)N1CCC(C(N)=O)CC1 (centres undefined) | -0.2 | -6 | -7 | -1.0
COc1ccc(S(=O)(=O)Nc2ccc(C(=O)O)cc2)cc1[N+](=O)[O-] | 0.3 | 8 | -3 | -1.2
CCCCCC1CCC(c2ccc(-c3nc(Cc4ccccc4)no3)cc2)CC1 (centres undefined) | 0.0 | -2 | 9 | -0.4
Cc1noc(C)c1S(=O)(=O)Nc1ccc(C(=O)NC2CCCC2)cc1 | 0.3 | 10 | 6 | -0.8
COC(=O)/C=C1\NCCNC1=O | -0.2 | -2 | -2 | -0.1
CCSc1nc2c(c(=O)n1C1CCCC1)C1(CCCCC1)Cc1ccccc1-2 | 0.1 | 3 | 2 | 0.9
COc1ccccc1NC(=O)C1=C(C)Nc2ncnn2C1c1ccccc1Cl (centres undefined) | 0.0 | -7 | 2 | -0.5
Cc1ccc(-n2cc(CN3CCN4C(=O)[C@H](C)NC(=O)[C@H]4C3)cn2)cc1 | 0.9 | 10 | -7 | 1.4
CSc1ccccc1NC(=O)c1ccccc1O | -0.1 | 0 | 9 | 1.4

Reprinted from the part before: seven compounds, followed by the next part.
SMILES | FBW7 activator | MITF inh | TEAD-YAP block | GPR151 activ
CCCCCC1CCC(c2ccc(-c3nc(Cc4ccccc4)no3)cc2)CC1 (centres undefined) | 0.0 | -2 | 9 | -0.4
Cc1noc(C)c1S(=O)(=O)Nc1ccc(C(=O)NC2CCCC2)cc1 | 0.3 | 10 | 6 | -0.8
COC(=O)/C=C1\NCCNC1=O | -0.2 | -2 | -2 | -0.1
CCSc1nc2c(c(=O)n1C1CCCC1)C1(CCCCC1)Cc1ccccc1-2 | 0.1 | 3 | 2 | 0.9
COc1ccccc1NC(=O)C1=C(C)Nc2ncnn2C1c1ccccc1Cl (centres undefined) | 0.0 | -7 | 2 | -0.5
Cc1ccc(-n2cc(CN3CCN4C(=O)[C@H](C)NC(=O)[C@H]4C3)cn2)cc1 | 0.9 | 10 | -7 | 1.4
CSc1ccccc1NC(=O)c1ccccc1O | -0.1 | 0 | 9 | 1.4
CCN(CC)C(=O)C1c2cc(OC)c(OC)cc2C(=O)N2CCc3ccccc3C12 (centres undefined) | -0.1 | -3 | 0 | 0.3
COC(=O)c1ccc(NS(=O)(=O)c2ccc3c(c2)C(=O)c2ccccc2C3=O)cc1 | -0.1 | -4 | -1 | 0.0
CCOC(=O)c1c(NC(=O)c2cc3ccccc3c(=O)o2)sc(C)c1CC | 0.1 | 6 | -1 | 0.7
COc1ccc(S(=O)(=O)n2ccnc2C)c(C)c1C | 0.2 | -4 | 7 | 0.0
CCOC(=O)C(O)(c1ccc(N(CC)CC)cc1)C(F)(F)F (centres undefined) | 0.0 | 13 | 4 | -1.7
Cn1nnc2c(Nc3ccc(Br)cc3)ncnc21 | 0.0 | 11 | -42 | -0.9
O=C(CSc1nnc(-c2ccncc2)n1-c1ccccc1)c1cccc([N+](=O)[O-])c1 | -0.1 | -7 | -4 | 0.3
O=[N+]([O-])c1cc(S(=O)(=O)N2CCOCC2)ccc1N/N=C/c1cccc(Cl)c1 | 0.7 | 19 | 6 | -1.2
O=[N+]([O-])c1ccc(CSc2nnc(-c3ccncc3)o2)cc1 | -0.1 | -1 | -3 | 1.6
CCCCc1nnc2sc(NC(=O)c3ccc(F)cc3)nn12 | 0.1 | -11 | 1 | 5.6*
COc1cc(OC)c(C(=O)N(Cc2nc(-c3ccc(Cl)cc3)no2)C(C)C)cc1OC | 0.0 | 2 | 1 | -0.7
CCOc1ccc(OCC)c(CC(C#N)C(=O)OC)c1 (centres undefined) | 0.1 | 9 | 4 | -0.4
NS(=O)(=O)c1ccc(CNc2ccc3ncc(-c4ccc5c(c4)OCO5)n3n2)cc1 | 0.2 | 11 | 3 | 0.0
c1ccc(-n2c(SCCN3CCOCC3)nnc2-c2ccncc2)cc1 | 0.0 | -2 | -8 | -1.2
COCCNC(=O)c1cccn2c(=O)c3c4c(sc3nc12)CCCC4 | 0.1 | 1 | 3 | 0.6
CCOC(=O)C(=O)NC(C)c1ccccc1 (centres undefined) | 0.4 | -2 | 3 | 0.6
CC(C)CC(NCCC(O)c1ccccc1)C(=O)O (centres undefined) | -0.1 | 8 | 7 | 8.3*
COC(=O)c1c(NC(=O)c2ccc(C(C)(C)C)cc2)sc(C)c1C | 0.4 | -2 | 13 | 0.0
O=C(Nc1ccc(Cl)cc1Cl)c1nn2c(C(F)(F)F)cc(-c3ccccc3)nc2c1Cl | 0.0 | -3 | 8 | 0.7
O=C(O)c1n[nH]nc1C(=O)O | -0.2 | 18 | 3 | 2.4
COC(=O)c1nsnc1N | -0.2 | -3 | -11 | 1.3
COc1ccc(S(=O)(=O)N(CCc2ccccc2)CC(=O)NCc2ccncc2)cc1 | -0.2 | -1 | 14 | -1.2
COC(=O)c1ccc(NC(=O)c2ccc([N+](=O)[O-])cc2)c(C(=O)OC)c1 | 0.1 | 6 | 7 | 0.3
CC(NC(=O)c1cc(-c2ccco2)on1)c1ccccc1 (centres undefined) | 0.3 | 4 | -2 | -0.7
O=C(N/N=C/c1ccc(O)c(I)c1)c1ccccn1 | -0.2 | -4 | -35 | -1.6

Next results
SMILES | FBW7 activator | MITF inh | TEAD-YAP block | GPR151 activ
COc1ccc(C2c3[nH]c4ccccc4c3CCN2C(=O)c2ccc(=O)n(C)n2)c(F)c1 (centres undefined) | 0.0 | -4 | 0 | -0.3
C/C(CCS(=O)(=O)c1ccc(C)cc1)=N\NC(N)=S | 1.0 | 17 | 18 | -0.4
COc1ccc(N(C(=O)c2ccccc2OC)S(=O)(=O)c2ccc(Cl)cc2)cc1 | -0.2 | -3 | 8 | 1.9
Cc1cc(Nc2ccccc2N2CCOCC2)n2ncnc2n1 | 0.0 | 5 | -4 | -0.5
CCCCOC(=O)N/N=C/c1ccccc1O | 1.0 | 44 | -49 | -0.5
CC(Oc1ccc(Cl)cc1)C(=O)NN (centres undefined) | 0.2 | 6 | 1 | -0.2
CC(=O)N1c2ccc(S(C)(=O)=O)cc2NC(=O)C1C (centres undefined) | -0.1 | 18 | -6 | -1.1
COC(=O)c1ccc(OCc2ccc(Cl)cc2)cc1 | -0.1 | -11 | -23 | -2.2
COc1ccccc1NC(=O)Cn1c(=O)n(Cc2ccc(Cl)cc2)c(=O)c2ncccc21 | -0.1 | -9 | 3 | 0.6
Cc1ccc(-c2ccccc2NC(=O)Cn2nc3c(C)cc4ccccc4n3c2=O)o1 | -0.5 | 0 | 11 | 0.0
OCCNc1nc(N2CCOCC2)nc2c1ncn2Cc1ccc(C(F)(F)F)cc1 | 0.0 | -3 | -10 | 1.6
CCOC(=O)CNC(=O)c1cc(-c2cccc(OC)c2)nc2ccccc12 | 0.5 | -13 | 18 | 0.3
Cc1ccc(/C=C(\OC(=O)c2ccc(Cl)cc2)c2ccc(Cl)cc2)cc1 | 0.7 | 22 | 6 | -0.8
CC(=O)C(C(=O)Nc1ccc(F)cc1)C(c1ccc(Cl)cc1)C(C#N)C#N (centres undefined) | 0.2 | 27 | 2 | -0.8
CC(=O)NC(NC(C)=O)c1ccc(F)cc1 | 0.6 | -4 | 0 | -0.2
Cc1ccc(S(=O)(=O)NC(=O)Nc2ccc(Cl)cc2C)cc1 | 0.1 | -1 | -15 | -1.4
CCOC(=O)c1cnc2ccc(OCC)cc2c1NCCN(CC)CC | 0.0 | 10 | -14 | -0.2
O=C(Cc1ccccc1)Nc1nnc(C2CCCCC2)o1 | -0.1 | -1 | 10 | 2.8
CC(=O)c1ccc(C2CCC(C(C)=O)CC2)cc1 (centres undefined) | 0.3 | 3 | -12 | -1.0
COCCOC(=O)C1=C(C)NC(=O)NC1c1ccc(Br)cc1 (centres undefined) | 0.1 | -13 | -2 | -0.2
O=C(Nc1ccc2nn(-c3cccc(Cl)c3)nc2c1)c1cc(Cl)ccc1Cl | -0.3 | 2 | -7 | -1.3
Cc1cc(C)c2nc(-c3ccccn3)cc(C(=O)Nn3cnnc3)c2c1 | 1.0 | 20 | 1 | 0.0
CC(C)Oc1ccc(C(=O)Nc2nnc(SCC(=O)Nc3ccc(F)cc3)s2)cc1 | 0.1 | 12 | 11 | 1.9
Cc1cc(NCc2ccco2)ncn1 | 0.0 | 1 | 5 | 2.6
C=CCSc1nnc2c(n1)OC(c1ccc(OCC(=O)O)c(OC)c1)Nc1ccccc1-2 (centres undefined) | 0.1 | 29 | -64 | 0.2

Other results:
SMILES | FBW7 activator | MITF inh | TEAD-YAP block | GPR151 activ
CCc1ccc(CN2CCc3nnc(CNC(=O)C4CCOC4)n3CC2)o1 (centres undefined) | 0.1 | 1 | -15 | 2.0
COc1ccc(CNC(=S)NC2CCN(Cc3ccccc3)CC2)cc1 | 0.0 | -9 | 9 | -1.4
CCOC(=O)c1ccc(NC(=O)CCC(=O)OCC(=O)c2ccc([N+](=O)[O-])cc2)cc1 | 0.0 | 0 | 3 | 7.4*
N#Cc1ccccc1NC(=O)COC(=O)CCC1CCCCC1 | 0.1 | 4 | -1 | 1.6
Cc1cc(C)cc(OCC(=O)Nc2ncc(S(=O)(=O)c3ccc([N+](=O)[O-])cc3)s2)c1 | 0.0 | -7 | 0 | 0.0
COC(=O)COc1ccc(S(=O)(=O)Nc2ccccc2C(F)(F)F)cc1 | 0.4 | 13 | 1 | -0.4
COc1cc(OC)c(/C=N/NC(=O)c2ccccn2)c(OC)c1 | -0.1 | 17 | -43 | 2.3
O=C(Cn1nnc2c(cnn2-c2ccc(F)cc2)c1=O)NC1CCCC1 | -0.4 | -4 | -9 | 0.5
COc1ccc2[nH]cc(CCNC(=O)Nc3ccccc3C)c2c1 | 0.0 | -11 | 5 | 0.0
O=S(=O)(Cc1ccc(Cl)cc1)Nc1ccc(I)cc1 | 0.1 | 19 | -12 | 0.8
CCc1cc2c(SCC(=O)c3ccc(Cl)cc3)ncnc2s1 | 0.1 | -18 | -5 | -0.4
O=S(=O)(NCc1ccco1)c1ccc(-c2ccc(Cl)cc2)cc1 | 0.3 | 19 | 0 | -1.6
CN1C(=O)[C@H]2CN(Cc3ccsc3)CCN2C(=O)[C@@H]1CO | 0.0 | 5 | 5 | -0.4
CCC1(CC)NC(=O)N(CC(=O)OCc2nnc(-c3ccc([N+](=O)[O-])cc3)o2)C1=O | 0.1 | -3 | 12 | 0.0
COc1ccc(/C=C/C(=O)Nc2sc3c(c2C(N)=O)CCCC3)cc1 | 0.0 | -5 | -17 | -1.3
Cc1nc2c(-c3ccccc3)c(C)nn2c(C)c1CC(=O)N1CCC2(CC1)OCCO2 | 0.0 | 13 | 6 | -0.6
CC(C)N1CCC(N2CCN(Cc3ccc4c(c3)OCCO4)CC2CCO)CC1 (centres undefined) | 0.1 | 2 | 5 | -0.6

Record cards, as listed above. Order of screens: FBW7 activator | MITF inh | TEAD-YAP block | GPR151 activ
COc1ccc2[nH]cc(CCNC(=O)Nc3ccccc3C)c2c1 in the list: 0.0 | -11 | 5 | 0.0
O=S(=O)(Cc1ccc(Cl)cc1)Nc1ccc(I)cc1 in the list: 0.1 | 19 | -12 | 0.8
COc1cc(OC)c(/C=N/NC(=O)c2ccccn2)c(OC)c1 in the list: -0.1 | 17 | -43 | 2.3
